# RECQ1 inh = qHTS Assay for Inhibitors of RecQ-Like Dna Helicase 1 (RECQ1). ATP-dependent DNA helicase Q1 (Homo sapiens), P46063. RECQ1 DNA unwinding, red fluorescence kinetic read. Potency, µM (titrated, usually from 57.3 µM), inactives show at the top dose activity, negative = inhibition, actives largely listed as inhibitors. 0.54% of 240,000 active;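 note: plate controls were vehicle for no effect and no enzyme for full effect; nearly all actives have a fitted effect of over 30% in size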
# Target sequence (P46063 whole entry, looked up): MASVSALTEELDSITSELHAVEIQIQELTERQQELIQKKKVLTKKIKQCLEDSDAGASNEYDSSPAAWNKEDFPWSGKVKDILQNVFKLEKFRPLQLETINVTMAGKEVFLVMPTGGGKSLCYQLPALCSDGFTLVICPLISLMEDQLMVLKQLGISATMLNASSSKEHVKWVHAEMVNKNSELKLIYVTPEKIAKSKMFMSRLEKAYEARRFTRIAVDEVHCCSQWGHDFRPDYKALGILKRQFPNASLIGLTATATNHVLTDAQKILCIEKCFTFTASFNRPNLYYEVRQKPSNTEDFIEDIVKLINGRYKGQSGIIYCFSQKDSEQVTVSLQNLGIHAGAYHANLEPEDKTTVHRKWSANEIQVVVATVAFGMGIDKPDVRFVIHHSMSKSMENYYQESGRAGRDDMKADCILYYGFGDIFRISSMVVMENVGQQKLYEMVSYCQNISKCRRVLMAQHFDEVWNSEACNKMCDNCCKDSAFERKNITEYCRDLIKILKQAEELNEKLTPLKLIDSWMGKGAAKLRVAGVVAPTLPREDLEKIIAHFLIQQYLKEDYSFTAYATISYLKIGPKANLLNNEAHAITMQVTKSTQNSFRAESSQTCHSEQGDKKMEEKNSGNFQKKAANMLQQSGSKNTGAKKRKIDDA
#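 50 nM RECQ1T1 preincubated 15 min with compound in Tris pH 8.0 buffer with MgCl2, DTT, Tween-20 and 2.5 ug/ml poly(dI-dC); started with 200 nM TAMRA/BHQ-2 forked duplex and 2 mM ATP. Unwinding read as fluorescence (525/598 nm), two reads 2 h apart.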
# KDM4E inh = qHTS Assay for Inhibitors of Human Jumonji Domain Containing 2E (JMJD2E); JMJD2E catalytic domain, FDH-coupled NADH fluorescence (FDH is formaldehyde dehydrogenase); Potency, µM (series often up to 57.1 µM), for the others: top-dose activity change, negative = inhibition, hits mostly inhibitors; 1.6% of 230,000 active; AID 2147, 2009; active = well fitted inhibition curve with a large enough effect, not every such curve was filed as active; inconclusive = small, poorly fitted or top-dose-only effect, or another doubt; inactive = no such curve, though single readings can be large or run the other way;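 note: 0% = wells with enzyme and -100% = buffer wells without enzyme; nearly all actives have a fitted effect of over 50% in size; many of its hits are not listed in these tables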
# Target sequence (B2RXH2 1-337 limits assumed): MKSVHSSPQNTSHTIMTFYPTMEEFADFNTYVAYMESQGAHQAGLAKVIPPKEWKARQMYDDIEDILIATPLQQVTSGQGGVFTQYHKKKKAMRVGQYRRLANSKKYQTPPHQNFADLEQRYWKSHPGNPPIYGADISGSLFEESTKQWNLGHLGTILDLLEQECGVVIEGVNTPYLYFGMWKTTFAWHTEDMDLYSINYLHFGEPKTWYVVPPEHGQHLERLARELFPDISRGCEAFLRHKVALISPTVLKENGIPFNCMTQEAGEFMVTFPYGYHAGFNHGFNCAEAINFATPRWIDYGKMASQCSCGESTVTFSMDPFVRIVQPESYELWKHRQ
# ALDH1A1 inh = qHTS Assay for Inhibitors of Aldehyde Dehydrogenase 1 (ALDH1A1) | Aldehyde dehydrogenase 1A1 (Homo sapiens), P00352 | Purified ALDH1A1, NADH fluorescence, propionaldehyde substrate | Potency, µM (doses to about 75.3 µM), for the others: at the highest dose activity, negative = inhibition, actives largely listed as inhibitors | 7.3% of 220,000 active | AID 1030, 2008; active = well fitted inhibition curve with a large enough effect, not every such curve was filed as active; inconclusive = small, poorly fitted or top-dose-only effect, or another doubt; inactive = no such curve, though single readings can be large or run the other way;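 note: plate controls were no enzyme wells and a reference inhibitor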
# Lamin A splicing = qHTS Assay for Modulators of Lamin A Splicing | HeLa LMNA splicing GFP/RFP minigene ratio, 48 h | Potency, µM (doses to about 46.1 µM), inactives show at the highest dose ratio change, negative = inhibition, actives largely listed as inhibitors | 0.01% of 200,000 active | AID 1487, 2009; active = well fitted inhibition curve with a large enough effect in the signal ratio, with a control signal flat, not every such curve was filed as active; inconclusive = small, poorly fitted or top-dose-only effect, or effect the other way, or a change in a side signal; the % refers to the signal ratio; note: % is set by controls: 0 for no effect and ±100 for the full control effect
#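 Read-out is the ratio of GFP to DsRed2 object intensity, acquired by 488 nm laser-scanning cytometry on HeLa lamin A-EGFP minigene reporter cells. Compound incubation 48 hrs at 37 °C in Opti-MEM with 2% FBS; DMSO 0.5% final.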
# RGS12 GoLoco inh = qHTS Assay for Inhibitors of RGS12 GoLoco Motif Activity (Red Fluorophore); Guanine nucleotide-binding protein G(i) subunit alpha-1 (Homo sapiens), P63096; Potency, µM (doses to about 61.6 µM), inactives show at the top dose activity, negative = inhibition, most hits filed as inhibitors; AID 880, 2007; 0.44% of 230,000 active; Gai1:RGS12 GoLoco peptide FP, rhodamine, 10 min; active = well fitted inhibition curve with a large enough effect, not every such curve was filed as active; inactive = no such curve, though single readings can be large or run the other way; note: % is set by controls: 0 for no effect and ±100 for the full control effect; nearly all actives have a fitted effect of over 30% in size; many of its hits are not listed in these tables
# TRb-SRC2 inh = qHTS for Inhibitors of the Interaction of Thyroid Hormone Receptor and Steroid Receptor Coregulator 2 | Thyroid hormone receptor beta (Homo sapiens), P10828 | TRbeta-SRC2 peptide binding, fluorescence polarization; receptor liganded with 1 µM T3 | Potency, µM (titrated, usually from 106 µM), inactives show at the top dose activity change, negative = inhibition, actives largely listed as inhibitors | 0.065% of 280,000 active | AID 1469, 2008;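 note: plate controls were bound peptide for no effect and peptide without receptor for full effect; nearly all actives have a fitted effect of over 50% in size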
#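 Each compound concentration gave % activity, normalized to unbound and bound Texas Red SRC2 controls, from polarization read after 5 hr ambient incubation with T3-loaded human TRb LBD.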
# SMN2 splice enh = qHTS Assay for Enhancers of SMN2 Splice Variant Expression | HEK293 SMN2-luciferase splicing reporter, luminescence, 30-36 h | Potency, µM (top dose mostly 46.1 µM), for inactives: top-dose activity change, positive = activation, usual class: activators | 2.8% of 210,000 active | AID 1458, 2008; note: % of control where 0% means no effect; nearly all actives have a fitted effect of over 55% in size
#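 HEK293 cells carry an SMN2 […]–luciferase reporter in which exon 7 inclusion puts luciferase in frame. Cells were plated 10-12 h before compound addition, then incubated 30-36 h at 37C. ONE-Glo luminescence was read; sodium butyrate at 4.5 mM final served as control.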
# TexasRed fluor = Total Fluorescence Counterscreen for Inhibitors of the Interaction of Thyroid Hormone Receptor and Steroid Receptor Coregulator 2. TRb/SRC2 Texas Red total fluorescence interference. Potency, µM (doses to about 106 µM), for the others: top-dose fluorescence change, negative = quenching. 0.29% of 280,000 active. AID 1479, 2009; active = well fitted curve in either direction with a large enough effect; inconclusive = small, poorly fitted or top-dose-only effect; note: % is set by controls: 0 for no effect and ±100 for the full control effect
#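 Flags fluorescent or light-absorbing compounds by total fluorescence, S + 2P, at 555 nm excitation and 632 nm emission. Mixture: 20 nM Texas Red SRC2 peptide, 0.6 uM human TRb LBD, 1 uM T3, 5% DMSO; compound exposure 5 h at ambient temperature.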
# Starred values were filed as active, the others as inactive; i = inactive; ? = inconclusive; . = not tested or not shown; & = joins results of further samples; [ ] = dose if it differs, or a comment. Unless noted, calls come from the whole dose curve; as a rule, active = well fitted curve in the direction sought with a large enough effect; inconclusive = small, poorly fitted or top-dose-only effect, or another doubt; inactive = no such curve, though single readings can be large; an effect the other way counts as inactive or inconclusive. Potency is the fitted concentration of half-maximal effect.
SMILES,RECQ1 inh,KDM4E inh,ALDH1A1 inh,Lamin A splicing,RGS12 GoLoco inh,TRb-SRC2 inh,SMN2 splice enh,TexasRed fluor
CC(=O)C1=C(O)C(=O)N(CCc2c[nH]c3ccccc23)C1c1ccco1 (stereo not given),-17%,-6%,?,6%,6%,3%,-5%,-6%
COc1ccc(NC(=O)CCn2cccc2)c(OC)c1,i,-5%,1%,.,6%,1%,-26%,1%
CCOC(=O)c1[nH]n(-c2ccc(Cl)cc2)c(=O)c1C,4%,1%,?,7%,4%,-3%,2%,1%
COc1cc(/C=N/NC(=O)CCn2c3ccccc3c3ccccc32)cc(OC)c1OC,-1%,?,?,-13%,4%,7%,-13%,6%
CCOCCCNC(=S)Nc1ccc2nc3n(c(=O)c2c1)CCCCC3,-16%,?,-3%,-15%[9.22 µM],22%,4%,-6%,0%
c1cnc2ccc(C(c3nnnn3C3CCCC3)N3CCSCC3)cc2c1 (stereo not given),6%,-3%,2%,-22%,4%,-21%,28%,1%
COc1ccccc1-c1nc(C#N)c(N2CCN(c3ccccc3)CC2)o1,-15%,?,?,?,-6%,3%,7%,-2%
O=C(c1ccc(Cl)cc1)N1N=C(c2ccccn2)CC1(O)C(F)(F)F (stereo not given),-4%,?,0%,.,5%,0%,.,-2%
CCN(CC)C(=O)Oc1ccnc2cc(Cl)ccc12,i,-5%,-1%,?,7%,0%,-21%,-3%
O=C(NC(Cc1c[nH]c2ccccc12)C(=O)N/N=C/c1cccnc1)c1cccs1 (stereo not given),i,-3%,-5%,.,14%,6%,25µM*,0%
O=S(=O)(Nc1ccc2c(c1)OCO2)c1cccs1,i,-4%,5%,13%,-2%,-19%,-3%,0%
CCOc1ccc(NC(=S)NC(C)CCc2ccccc2)cc1 (stereo not given),i,8%,-20%,?,6%,2%,-29%,-3%
CC(C)(C)N(NC(=O)Nc1ccc(F)cc1)C(=O)c1ccccc1,?,3%,9%,-3%,-5%,-7%,2%,-3%
COc1cccc(-c2nn(-c3ccccc3)cc2C(=O)OCC(=O)Nc2ncc(Cl)cc2Cl)c1,-14%,?,2%,?,.,4%,.,18%
CCN(CCC(=O)Nc1ccc(Br)c(C)c1)Cc1ccccc1,-2%,10%,0%,-14%,-6%,-3%,0%,-2%
O=C(Cc1cccc2ccccc12)Nc1ccc(-c2cc3ccccc3oc2=O)cc1,-7%,?,?,-5%,9%,4%,-45%[inhibitor],-7%
COc1ccc(SN=C2C(C)=CC(=O)C=C2C)cc1,i,-4%,3%,-6%[46 µM],-4%,6%,-4%,-2%
Cc1nc2ccccc2cc1OCc1ccc(F)cc1,-2%,6%,2%,?,5%,-5%,-93%[inhibitor],-1%
COc1ccc(/C=C/NC(=O)Cc2ccc(OC)c(OC)c2)cc1,-7%&-6%[11.5 µM],.,1%&9%[13.5 µM],.,.,6%&4%[11.2 µM],.,1%&-3%[11.2 µM]
COc1ccc(C(=O)Nc2nc3ccc(S(C)(=O)=O)cc3s2)cc1,-5%,?,?,7%,11%,2%,6%,3%
Cc1ccc(-c2cc(C)nc3nc(N)nn23)cc1,-1%,?,?,4%,-13%,-2%,?,-1%
COc1ccc(C(C(=O)NCC2CCCO2)N(C(=O)CNC(=O)c2cccs2)c2ccc(NC(C)=O)cc2)cc1OC (stereo not given),i,1%,9%,.,5%,8%,-7%,3%
Cc1nc2cnc(N3CCN(C)CC3)nc2n(CCc2ccccc2)c1=O,-2%,.,?,-10%,10%,.,.,.
CCOC(=O)c1cc2c(ccn2C)n1CC(=O)N1CCC(Cc2ccccc2)CC1,-12%,-22%,?,?,2%,1%,-19%,-8%
Cc1cc(C)n(-c2ccc(C(=O)Nc3nnc(C4CC4)s3)cc2)n1,i,-2%,?,?,-5%,-15%,3%,-1%

# (list continues)
SMILES,RECQ1 inh,KDM4E inh,ALDH1A1 inh,Lamin A splicing,RGS12 GoLoco inh,TRb-SRC2 inh,SMN2 splice enh,TexasRed fluor
O=S(=O)(NCc1cccnc1)c1cccs1,-4%,2%,5%,-1%,-5%,-3%,-18%,0%
COc1cccc(NC(=O)COc2ccc(C)cc2)c1,1%,3%,-9%,5%,14%,-1%,-51%[inhibitor],1%
CCCN(CCC)CCCNS(=O)(=O)c1ccc2c(c1)oc(=O)n2C,-12%,2%,4%,10%,6%,-1%,4%,-2%
CCOc1ccc(S(=O)(=O)Nc2ccccn2)c2ccccc12,12%,-1%,?,-4%,11%,-2%,6%,-3%
Cc1ccc2nc(SCC(=O)c3ccc4c(c3)NC(=O)CO4)[nH]c2c1,i,-28%,?,-2%[46 µM],16%,-4%,-4%,1%
S=C(NCCc1ccccc1)N1CCN(C(c2ccccc2)c2ccccc2)CC1,-6%,-4%,?,-10%,14%,-10%,-11%,1%
Nc1c(-c2ccccc2)c(CSc2nc3ccccc3[nH]2)nn1-c1cccc(Cl)c1,-5%,7%,?,?,41%[activator],1%[53 µM],-37%[inhibitor],-4%[53 µM]
O=C(NCc1ccc(N2CCCC2=O)cc1)NC1CCCCC1,-13%,-2%,6%,4%,-1%,-13%,-12%,2%
COc1ccc(C(=O)N2CCC[C@@]3(CCN(Cc4ccc(C#N)cc4)C3)C2)cc1,-5%,.,?,.,0%,.,-12%,.
Cc1c(C#N)c(N=CN(C)C)c(C(=O)c2ccccc2)n1-c1ccccc1,i,-2%,-10%,3%,13%,-2%,-13%,-5%
CCOC(=O)N1CCC(Nc2c(NCCCOC)c(=O)c2=O)CC1,-2%,-4%,4%,-4%,0%,1%,12%,2%
COc1cc(C)ccc1OCCOCCOc1ccc([N+](=O)[O-])cc1,-1%,7%,?,?,3%,-1%,2%,-2%
CCOc1ccc(-c2nnc(-c3cccs3)o2)cc1,-3%,?,?,1%,10%,-2%,2µM*,-2%
Cc1ccc(-c2nnc(SCC(=O)NC3CCS(=O)(=O)C3)nc2-c2ccc(C)cc2)cc1 (stereo not given),-6%,3%,-1%,18%,8%,-3%,-20%,-2%
O=C(NC(=S)NCC1CCCO1)C(c1ccccc1)c1ccccc1 (stereo not given),-9%,11%,-7%,-2%,-1%,-6%,-8%[1.84 µM],2%
Cc1nnc(NC(=O)Cn2cnc3c2c(=O)n(C)c(=O)n3C)s1,-7%,-8%,14%,-6%,6%,-9%,-5%,-2%
CCCc1cc2c(cc1NC(=O)c1ccc(C)cc1)OCO2,0%,-9%,-5%,2%,-1%,8%,-1%,0%
CCOC(=O)c1sc(SC)c2c1CCC/C2=N/OC,9%,?,.,.,-1%,-6%,.,0%
O=C(C1CCCO1)N1CCN(Cc2nc3ccccc3c(=O)[nH]2)CC1 (stereo not given),-12%,-7%,?,7%,-3%,-3%,-4%,-2%
N#Cc1c(NC(=O)CN2CCN(C(=O)c3ccco3)CC2)sc2c1CCCCC2,-7%,-2%,7.1µM*,-18%,7%,-13%,-21%,-1%

# Some of the entries so far, with values under each structure:
# Each structure is followed by: RECQ1 inh | KDM4E inh | ALDH1A1 inh | Lamin A splicing | RGS12 GoLoco inh | TRb-SRC2 inh | SMN2 splice enh | TexasRed fluor
CCOC(=O)c1sc(SC)c2c1CCC/C2=N/OC
    9% | ? | . | . | -1% | -6% | . | 0%
O=C(C1CCCO1)N1CCN(Cc2nc3ccccc3c(=O)[nH]2)CC1 (stereo not given)
    -12% | -7% | ? | 7% | -3% | -3% | -4% | -2%

# Structures shown so far with a halogen:
SMILES,RECQ1 inh,KDM4E inh,ALDH1A1 inh,Lamin A splicing,RGS12 GoLoco inh,TRb-SRC2 inh,SMN2 splice enh,TexasRed fluor
CCOC(=O)c1[nH]n(-c2ccc(Cl)cc2)c(=O)c1C,4%,1%,?,7%,4%,-3%,2%,1%
O=C(c1ccc(Cl)cc1)N1N=C(c2ccccn2)CC1(O)C(F)(F)F (stereo not given),-4%,?,0%,.,5%,0%,.,-2%
CCN(CC)C(=O)Oc1ccnc2cc(Cl)ccc12,i,-5%,-1%,?,7%,0%,-21%,-3%
CC(C)(C)N(NC(=O)Nc1ccc(F)cc1)C(=O)c1ccccc1,?,3%,9%,-3%,-5%,-7%,2%,-3%
COc1cccc(-c2nn(-c3ccccc3)cc2C(=O)OCC(=O)Nc2ncc(Cl)cc2Cl)c1,-14%,?,2%,?,.,4%,.,18%
CCN(CCC(=O)Nc1ccc(Br)c(C)c1)Cc1ccccc1,-2%,10%,0%,-14%,-6%,-3%,0%,-2%
Cc1nc2ccccc2cc1OCc1ccc(F)cc1,-2%,6%,2%,?,5%,-5%,-93%[inhibitor],-1%
Nc1c(-c2ccccc2)c(CSc2nc3ccccc3[nH]2)nn1-c1cccc(Cl)c1,-5%,7%,?,?,41%[activator],1%[53 µM],-37%[inhibitor],-4%[53 µM]

# High-throughput results as filed in PubChem BioAssay.

# These rows are one share of the data. The share of hits here may be higher or lower than overall.
